Tn6 DDE FP: inhibitors of Tn6 peptide binding to human fibrin DD(E); P02675; Fibrin DD(E) TRITC-Tn6 fluorescence polarization displacement; inhibition, % at 8.3 µM; 370,000 compounds, 0.21% hits; AID 720509;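 active means inhibition above a per-campaign cutoff: mean of compounds within control limits plus 3 SD, cut at about 15% in these data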;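 further: 0% = median of all compound wells on the plate and 100% = blocking peptide control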
proKLK7 act: activators of human kallikrein-7 zymogen; 370,000 compounds, 0.9% hits; purified proKLK7, EDANS-DABCYL substrate fluorescence; 100% is mature enzyme control, 0% vehicle; AID 652039; activation, % at 7 µM; P49862;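 active means activation above the mean of all tested compounds plus 3 SD, computed per campaign excluding outliers beyond control limits, cut at about 13% in these data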
Target sequence (P49862 whole entry, looked up): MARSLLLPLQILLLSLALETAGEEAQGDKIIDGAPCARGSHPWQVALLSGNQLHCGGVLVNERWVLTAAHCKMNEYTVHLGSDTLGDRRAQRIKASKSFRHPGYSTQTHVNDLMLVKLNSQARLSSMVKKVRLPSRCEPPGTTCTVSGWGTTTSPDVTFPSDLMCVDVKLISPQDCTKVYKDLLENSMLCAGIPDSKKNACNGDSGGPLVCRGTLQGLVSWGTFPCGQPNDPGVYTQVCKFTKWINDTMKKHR
UHRF1 binding: blocks human UHRF1 binding to methylated DNA | inhibition, % at 4.4 µM | 370,000 compounds, 0.75% hits | UHRF1 binding to methylated oligo, TR-FRET | Q96T88; in the data active means inhibition above about 21%;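 further: UHRF1 SRA domain binding a hemimethylated CpG hairpin DNA probe; 0% = median of test compound wells and 100% = reference inhibitor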
ASAP1 inh: ASAP1 ArfGAP inhibition | 360,000 compounds, 0.19% hits | Q9ULH1 | inhibition, % at 16.5 µM | ASAP1-stimulated ARF1 GTP hydrolysis, GDP FP detection | AID 624377; in the data active means inhibition above about 25%;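 further: 0% = vehicle with enzyme and substrate and 100% = no enzyme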
HGIII-sPLA2 inh: Blocks human group III sPLA2 activity. AID 743126. QFRET BODIPY PC-A2 liposome hydrolysis, fluorescence. Q9NZ20. inhibition, % at 12.2 µM. 370,000 compounds, 0.56% hits;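 active means inhibition above mean plus 3 SD of compounds lying within the high and low control bounds, cut at about 19% in these data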;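 further: 0% = median of test compound wells and 100% = no enzyme DMSO wells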
Target sequence (Q9NZ20 whole entry, looked up): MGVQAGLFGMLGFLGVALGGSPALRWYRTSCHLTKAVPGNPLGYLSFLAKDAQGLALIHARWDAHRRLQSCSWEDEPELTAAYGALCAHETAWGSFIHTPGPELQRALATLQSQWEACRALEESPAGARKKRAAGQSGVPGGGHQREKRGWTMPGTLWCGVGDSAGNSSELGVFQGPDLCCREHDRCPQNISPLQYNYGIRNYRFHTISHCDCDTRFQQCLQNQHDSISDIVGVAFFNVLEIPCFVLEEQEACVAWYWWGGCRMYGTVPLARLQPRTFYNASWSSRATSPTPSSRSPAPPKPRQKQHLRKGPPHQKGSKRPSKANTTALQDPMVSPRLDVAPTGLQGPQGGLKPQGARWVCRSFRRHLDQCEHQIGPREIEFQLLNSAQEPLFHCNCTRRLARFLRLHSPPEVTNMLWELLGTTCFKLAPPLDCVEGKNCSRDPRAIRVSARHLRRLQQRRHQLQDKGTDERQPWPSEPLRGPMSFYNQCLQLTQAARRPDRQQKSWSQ
ARFGAP1 inh: rat ARFGAP1 inhibition. 360,000 compounds, 0.26% hits. inhibition, % at 16.5 µM. Arfgap1-stimulated ARF1 GTP hydrolysis, GDP FP detection. Q62848;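 active means inhibition above a per-plate limit, mean inhibition of low control wells plus 3 SD, cut at about 25% in these data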;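 further: 0% = DMSO wells with enzyme and 100% = wells lacking Arfgap1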
Target sequence (Q62848 1-136 limits assumed): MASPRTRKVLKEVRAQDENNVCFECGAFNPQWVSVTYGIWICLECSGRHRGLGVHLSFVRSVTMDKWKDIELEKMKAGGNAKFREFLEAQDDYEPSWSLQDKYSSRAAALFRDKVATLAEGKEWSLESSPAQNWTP
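Assay system: purified rat His6-Arfgap1 residues 1-136 (GAP domain); Reagent: human Δ17 ARF1 bound to GTP; Dosing: 16.5 µM single point, 1.26% DMSO; Times: GTP hydrolysis reaction 2 h at 25 °C; Signal: FP, GDP Alexa 633 tracer displaced from anti-GDP antibody, 620/688 nm; Measure: % inhibition from polarization.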
PLCb3 inh: PLC-beta3 (human) inhibition, primary screen; Purified PLC-beta3, fluorogenic substrate, fluorescence; inhibition, % at 12.2 µM; 370,000 compounds, 0.18% hits; AID 720704; in the data active means inhibition above about 11%;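 further: 0% = median of compound wells on plate and 100% = full blocker control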
Rev-erbA mod: modulates human Rev-erb alpha binding to DNA; P20393; Rev-erbα–FITC-DNA binding, fluorescence polarization, 90 min; activity, % at 10 µM; 370,000 compounds, 0.79% hits; AID 1259318;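 active means activity above about 14%, limit read from the data; passing the limit was not always enough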;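 further: 0% = DMSO wells with 35 nM protein and 100% = DMSO wells with 750 nM protein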
PLC-gamma1 inh: blocks human PLC-gamma1 enzyme activity; P19174; purified PLC-gamma1, fluorogenic substrate, fluorescence; inhibition, % at 12.2 µM; 370,000 compounds, 0.84% hits; AID 720700; in the data active means inhibition above about 9.5%
Tn7 DDE FP: inhibitors of Tn7 peptide binding to human fibrin DD(E). FP displacement of FITC-Tn7 peptide from fibrin DD(E); 0% = median of compound wells per plate. inhibition, % at 8.3 µM. 370,000 compounds, 0.13% hits. AID 720508;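 active means inhibition above the mean of compounds falling within the control limits plus 3 SD of them, cut at about 14% in these data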;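 further: 0% = plate median of compound wells and 100% = 10 µM Aha-Tn7 peptide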
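assay system = human clot-derived fibrin DD(E) complex | quantity = Fibrin-DD(E) at 2 µM final | timing = 10 min preincubation, 3 h with tracer, room temperature | signal = fluorescence polarization | measure = percent inhibition | benchmarks = high control wells with 10 µM unlabelled Aha-Tn7 peptide (full inhibition) | replicates = singlicate testing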
Starred values were filed as active, the others as inactive; i = inactive; & = joins results of further samples.

proKLK7 act,PLC-gamma1 inh,Tn7 DDE FP,UHRF1 binding,ARFGAP1 inh,HGIII-sPLA2 inh,Tn6 DDE FP,Rev-erbA mod,ASAP1 inh,PLCb3 inh,molecule
-0.5,-7,-3,5,4,3,-4,-7,15,-6,COc1ccc(/C=C(\C#N)C(=O)OCC(=O)NCc2ccco2)cc1
0.3,-4,3,1,2,-13,1,2,0,0,CCOC(=O)CC(NC(=O)Cn1nnc(-c2ccccc2Cl)n1)c1ccc(OC)cc1 (stereo not given)
0.4,-24,4,-4,5,-8,-10,14,-7,-29,Nc1nc2c(c(=O)[nH]1)C(c1cccc3ccccc13)C1=C(N2)c2ccccc2C1=O (stereo not given)
-5.0,i,-2,6,9,-12,2,-13,19,i,COc1cccc(NC(=O)CN(C)C(=O)c2cc(-c3ccco3)nc3ccccc23)c1
-0.4,2,3,-2,-2,10,6,5,-12,-4,COC(=O)C[C@@H]1OC[C@H](C)N1S(=O)(=O)c1ccc(C)cc1
-0.2,6,-1,0,1,-17,-3,-4,-2,2,C[C@H](CO)N1C[C@H](C)[C@@H](CN(C)S(=O)(=O)c2cccs2)Oc2c(NC(=O)NC3CCCCC3)cccc2C1=O
-0.2,-2,8,12,15,1,0,1,-7,2,COc1ccccc1NC(=O)CCN1CCN(Cc2ccccc2)CC1
-0.5,-1,-7,1,5,1,-4,-4,8,5,O=C(O)C1CC(Br)C(Br)CC1C(=O)O (stereo not given)
0.2,5,-4,5,2,2,6,9,10,2,O=C(CSc1nnc(-c2cccc(S(=O)(=O)N3CCOCC3)c2)n1C1CCCCCC1)NCc1ccccc1
0.6,3,3,-1,-5,1,-1,4,2,-3,CCN1CNC(=S)N(c2ccccc2C)C1
0.5,-2,7,0,12,0,-7,2,2,-4,CC(=O)Nc1ccc2nc(NC(=O)CS(=O)(=O)c3ccc(F)cc3)sc2c1
-0.1,0,-1,3,-3,10,4,-1,0,-1,CCC1(C)Cc2c(sc3nc(SC)n(Cc4ccccc4)c(=O)c23)CO1 (stereo not given)
0.1,2,2,-2,-5,1,5,2,-13,0,COc1ccccc1S(=O)(=O)Cc1ccc(C(=O)NCc2ccco2)o1
0.1,-5,0,-4,3,-12,0,0,-8,-8,CCOC(=O)c1cc2occc2n1CC(=O)N1CCCc2ccccc21
273*,-434,-3,-6,8,-5,-3,2,-9,i,CC(=O)Nc1ccc(S(=O)(=O)NCC(=O)OCc2cc(=O)oc3ccc4ccccc4c23)cc1
-0.2,-2,-6,-3,8,-3,-4,5,-2,-2,COCCOCCn1c(CCCO)nc2ccccc21
-4.9,-2,1,0,-3,-18,0,-5,9,-1,N#Cc1ccccc1Sc1ccccc1C(=O)Nc1ccc2ccccc2c1
0.4,-3,10,-1,13,-1,3,23*,5,-3,CC(=O)c1cccc(NC(=O)Cn2nc(-c3ccc(Cl)cc3)ccc2=O)c1
-0.1,-1,0,0,10,-1,7,2,-6,-8,COc1ccc(CNC(=O)C(c2ccncc2)N(C(=O)Cc2cccs2)c2cccnc2)cc1 (stereo not given)
0.3,1,3,-2,-10,-14,11,1,-3,3,Cc1cc(C)c(C(=O)CSc2n[nH]c(=O)n2C2CC2)cc1C
-0.1,4,-10,1,-4,2,4,-6,7,2,CCC1=C(c2ccc(OC)cc2)CCC(C(=O)O)C1C (stereo not given)
0.1,2,2,4,2,7,-4,-2,7,-7,CCOC(=O)C1CCN(S(=O)(=O)c2ccc3oc(=O)ccc3c2)CC1
0.1,1,3,0,3,-3,3,0,2,0,CS(=O)(=O)N1CCN(c2nc3ccccc3s2)CC1
0.2,1,-9,-1,-10,-1,-4,-1,0,3,O=C(Nc1ccc2c(c1)OCCO2)C(C1CC1)N1CCN(c2ccc(F)cc2)CC1 (stereo not given)
2.9,-162,-2,-2,14,-29,-3,-4,1,-284,Cc1ccc2nc(Cl)c(/C=N/Nc3ccc(C(=O)O)cc3)cc2c1

Next part:
proKLK7 act,PLC-gamma1 inh,Tn7 DDE FP,UHRF1 binding,ARFGAP1 inh,HGIII-sPLA2 inh,Tn6 DDE FP,Rev-erbA mod,ASAP1 inh,PLCb3 inh,molecule
-0.1,-7,-2,0,3,0,0,-11,10,-9,CCCCN(C)c1c(C)nc2ccc(C(=O)NCc3ccc(OC)cc3)cn12
-0.3,1,6,-2,-5,4,6,-1,-6,1,CCN(CC)C(=O)C1CCCN(Cc2nc(-c3cnccn3)no2)C1 (stereo not given)
1.4,-68,0,1,3,2,-1,-4,6,-83,Cc1cc2nc(-c3ccc(SCc4ccc(C(=O)O)cc4)nc3)[nH]c2cc1C
0.9,2,-10,14,19,-55,-7,8,-7,1,CS(=O)(=O)N1CCc2cc(S(=O)(=O)Nc3ccc4oc5c(c4c3)CCCC5)ccc21
0.0,1,-1,1,-7,0,3,4,-4,-5,CCOC(=O)Cn1nc(C)cc1NC(=O)c1ccncc1
-0.4,-8,3,-3,1,-3,3,8,-1,-8,Cn1ncc(Cl)c1C(=O)Nc1nc2ccc(Cl)cc2s1
0.4,-1,7,-4,2,-7,14,5,0,1,O=C(Cc1ccccc1)N/N=C/c1ccc(Cl)cc1Cl
0.4,-2,7,-4,-13,5,-5,3,5,-5,Nc1cc(=O)[nH]c(SCC(=O)Nc2ccc(N3CCOCC3)cc2)n1
-0.6,-6,4,-6,6,-2,-5,3,-4,-4,CCOC(=O)c1c(NC(=O)CSc2ncnc3ccccc23)sc(C)c1C
0.1,-1,-3,0,-5,-31,-7,-1,-2,-3,Cc1ccc(OCc2nnc(SCC(=O)c3ccccc3)n2Cc2ccco2)cc1
-0.1,-2,-1,1,11,0,-3,0,-4,-4,Nc1ccn([C@@H]2O[C@H](C(=O)Nc3ccc(C(=O)N4CCCCC4)cc3)[C@@H](O)[C@H]2O)c(=O)n1
-0.5,2,-2,-2,1,-19,0,-4,-5,0,Cc1cccc(CCNS(=O)(=O)c2cc3c(cc2C)NC(=O)CO3)c1
0.2,1,3,5,10,-15,-7,10,1,8,CCC(C)c1ccc(NC(=S)NCc2cccs2)cc1 (stereo not given)
-0.1,2,5,-1,3,-4,-2,9,-6,-5,CS(=O)(=O)N(CC(=O)NCCSCc1c(F)cccc1Cl)c1cccc([N+](=O)[O-])c1
0.1,5,-1,0,-6,1,4,3,10,3,CC(=O)Nc1ccc(-c2ccnc3c2CC(C(=O)NC(C)C)O3)cc1 (stereo not given)
0.8,2,-3,1,9,7,-2,1,-6,0,O=C(NCCO)OC1CC2CC1[C@H]1CCCCN1C2=O (stereo not given in full)
0.5,0,1,0,-3,4,0,-3,15,0,COC(=O)c1sccc1NC(=S)N1CCCCC1C (stereo not given)
0.2,1,-8,-2,-7,-4,1,2,7,0,O=C(NCc1ccco1)c1ccc2ccccc2c1
-0.1,5,0,6,4,3,-7,-3,3,-3,COc1ccc(NC(=O)c2cccnc2N2CCOCC2)cc1
0.1,3,-6,-1,-2,4,6,-3,-2,3,COc1ccc(N(C(=O)CNC(=O)c2ccco2)C(C(=O)NC2CCCC2)c2ccncc2)cc1 (stereo not given)
-0.6,0,3,5,-3,-3,0,2,9,0,Cc1ccc2sc(N(CCCN(C)C)C(=O)c3ccc(S(=O)(=O)N(C)C)cc3)nc2c1C
-0.3,2,1,-1,-1,-2,14,-6,-13,3,Cc1cccc(NC(=O)C2CCCN2C(=O)OCC(C)C)c1C (stereo not given)
0.6,0,-7,-1,1,-2,1,-7,-10,0,CCOC(=O)CNC(=O)N1CCCC(C(=O)c2cccc(Cl)c2)C1 (stereo not given)
0.6,-2,7,0,-3,-14,5,-4,1,-1,C=CCOC(=O)C1=C[C@H](c2cn(C(C)=O)c3ccccc23)[C@@H](CCCO)[C@H](OCC)O1
-0.4,-3,4,-3,-8,-18,6,-1,14,-6,Cc1ccc(S(=O)(=O)NNC(=O)C2COc3ccccc3O2)cc1 (stereo not given)

The closing 4 compounds of the part above open the next one.
proKLK7 act,PLC-gamma1 inh,Tn7 DDE FP,UHRF1 binding,ARFGAP1 inh,HGIII-sPLA2 inh,Tn6 DDE FP,Rev-erbA mod,ASAP1 inh,PLCb3 inh,molecule
-0.3,2,1,-1,-1,-2,14,-6,-13,3,Cc1cccc(NC(=O)C2CCCN2C(=O)OCC(C)C)c1C (stereo not given)
0.6,0,-7,-1,1,-2,1,-7,-10,0,CCOC(=O)CNC(=O)N1CCCC(C(=O)c2cccc(Cl)c2)C1 (stereo not given)
0.6,-2,7,0,-3,-14,5,-4,1,-1,C=CCOC(=O)C1=C[C@H](c2cn(C(C)=O)c3ccccc23)[C@@H](CCCO)[C@H](OCC)O1
-0.4,-3,4,-3,-8,-18,6,-1,14,-6,Cc1ccc(S(=O)(=O)NNC(=O)C2COc3ccccc3O2)cc1 (stereo not given)
0.8,-40,-1,-2,18,0,-9,-6,13,-64,CSCc1nc2sc(C(=O)Nc3nc(C)cs3)c(C)c2c(=O)[nH]1
0.1,2,-10,-4,7,-7,-6,0,-1,3,CC(Oc1ccc(Cl)cc1)C(=O)NCCN1C(=O)S/C(=C\c2cccnc2)C1=O (stereo not given)
0.1&0.4,-1&-1,-1&-8,-1&-1,-3&14,-1&-3,-11&-3,5&0&3,-9&3,-3&-1,CCN(CC)CCNC(=O)COc1ccc(OC)cc1
0.1,0,0,2,-7,-1,0,6,-4,1,CCOCCCN1CC(C(=O)NCCc2ccc(C)cc2)CC1=O (stereo not given)
0.0,1,-4,1,10,11,0,-1,3,1,CCN(C[C@H]1N[C@@](C)(C(=O)OC)[C@H]2C(=O)N(Cc3ccccc3)C(=O)[C@@H]12)C(=O)Nc1ccc(OC)cc1
5.8,18*,-2,47*,1,9,-4,-1,1,-23,N#C/C(=C\c1cc(O)c(O)c(O)c1)C(N)=O
-0.1,-1,-6,0,4,0,-3,0,13,-6,CCOc1ccc(NC(=O)c2c3c(nc4ccccc24)CCC3)cc1
-0.7,5,-2,2,-10,5,-3,4,-7,8,O=C(NC(=S)NCCc1ccccc1)C1CCCCC1
0.2,1,7,-2,-4,-9,6,2,12,1,CC(C)Nc1nnc(SCC(=O)c2c(N)n(Cc3ccccc3)c(=O)n(C)c2=O)s1
-0.6,2,-2,-1,11,-5,2,-5,-10,-2,Cc1ccc(NC(=O)CSC2=C(C#N)C(c3ccco3)CC(=O)N2)cc1 (stereo not given)
-0.5,-235,-5,3,7,-3,-6,2,-7,-307,Cn1c(=O)c2cc(NC(=O)Cc3cccnc3)ccc2n1-c1ccc2ccccc2c1
-0.4,-15,1,-4,-6,4,52*,-1,3,-30,COc1cc(NCCCC(C)N)c2ncccc2c1 (stereo not given)
0.7,-3,-7,-2,3,-5,0,1,13,-3,CCn1cc(/C=C(\NC(=O)c2ccccc2)C(=O)NCCN2CCOCC2)c2ccccc21
-0.8,-8,8,-1,1,1,6,-6,15,-12,O=C(NCC(O)CO)c1csc(Nc2cccc3ccccc23)n1 (stereo not given)
-0.5,2,3,-1,7,-7,-1,0,2,-2,O=C(N/N=C/c1cn(-c2ccccc2)nc1-c1cccnc1)c1ccc(F)cc1

Screening data: PubChem BioAssay, several laboratories
